Source: PubChem BioAssay (several laboratories)
West Nile antiviral: inhibition of WNV-induced cytopathic effect – cell-based, CPE readout (AID 1621) | West Nile virus-infected cells, CPE inhibition; higher % means a stronger effect | CPE inhibition, % at 10 µM; hits with a dose series show IC50 in µM | 290,000 tested, 0.02% active; in the data active = a potency from the dose series; inconclusive = CPE inhibition mostly from about 3.7% at the one dose, without a potency; inactive = the rest, 99 in 100 with CPE inhibition below about 2.2%; also: strong numbers were not always called active
b-catenin transl: beta-catenin nuclear translocation modulation; 190,000 tested, 0.3% active; nuclear translocation activity, % at 5 µM; HeLa beta-catenin nuclear translocation, immunofluorescence imaging;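 active = nuclear translocation activity above 50% at 5 µM, with a well cell count of 50 or more; inconclusive = wells under 50 cells across six images, flagged as toxic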;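 also: per-cell ratio of nuclear to cytoplasmic median beta-catenin stain intensity; plate controls were DMSO negative control for no effect and GSK-3 inhibitor IX positive control for full effect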
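Assay system: human HeLa cells, native beta-catenin; doses: 5 µM primary, 0.02–20 µM confirmation; incubation: compound treatment 24 h, 37°C, 5% CO2; technique: fluorescence imaging of beta-catenin antibody stain plus DAPI; measure: % activation, nuclear-to-cytoplasmic median beta-catenin signal ratio per cell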
Large T inhibition: TAg ATPase/helicase activity blockers – biochemical (AID 1903); SV40 large T antigen ATPase/helicase inhibition assay; higher % means a stronger effect; inhibition, % at 20 µM, or IC50 in µM where a hit was titrated; 310,000 tested, 0.39% active; in the data active = a potency from the dose series; inconclusive = inhibition mostly from about 32% at the one dose, without a potency; inactive = the rest, 99 in 100 with inhibition below about 32%; also: strong numbers were not always called active
RSV antiviral HEp-2: RSV antiviral activity via CPE protection, HEp-2 cells, primary 10 µM value included (AID 2391). HEp-2 cells, RSV-induced CPE inhibition; higher % means a stronger effect. CPE inhibition, % at 10 µM, or IC50 in µM where a hit was titrated. 310,000 tested, 0.13% active; in the data active = a potency from the dose series; inconclusive = CPE inhibition mostly from about 23% at the one dose, without a potency; inactive = the rest, 99 in 100 with CPE inhibition below about 21%; also: strong numbers were not always called active
PhoP inhibition: PhoP-dependent GFP reporter repression – Salmonella Typhimurium, primary screen (AID 1863); S. Typhimurium PhoP-regulated promoter GFP reporter, 4 h; higher % means a stronger effect; one-dose inhibition, % at 50 µM; IC50 in µM for titrated hits; 300,000 tested, 0.16% active;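 active = inhibition over 29.93%, a cutoff 3 SD above the screen mean, later confirmed by dose response; inconclusive = inhibition over 29.93% but no dose response follow-up; inactive = inhibition at most 29.93% or unconfirmed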;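 also: 0% = low Mg2+ inducing control and 100% = high Mg2+ repressing control; strong numbers were not always called active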
WT yeast gro inh: growth inhibition of WT yeast, mitochondrial fusion screen; mitochondrial fusion phenotypic screen, WT strain; inhibition, % at 10 µM; 190,000 tested, 2.1% active; in the data active = inhibition above about 58%; tested in S. cerevisiae
Rac1 GTP hydrolysis: MgcRacGAP GTPase-activating activity inhibitors, confirmation, biochemical, ADP Hunter fluorescence | MgcRacGAP-stimulated Rac1 GTP hydrolysis, ADP Hunter fluorescence; higher % means a stronger effect; GST-tagged Rac1 F28L mutant substrate | inhibition, % at 30 µM; hits with a dose series show IC50 in µM | 340,000 tested, 0.6% active | AID 624330;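 active = first-screen hits whose inhibition reached a set limit at any dose in the follow-up dose series; inconclusive = inhibition above the set first-screen limit but never retested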;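 also: fluorescence reports GDP produced by GAP-driven GTP hydrolysis; strong numbers were not always called active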
Myeloid diff 2: myeloid differentiation induction; calls only at 10 µM; ER-HoxA9 myeloid progenitors, lysozyme-GFP differentiation, flow cytometry; AID 624256; 360,000 tested, 1% active;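 active = normalized GFP-positive differentiation at or above the plate's own cutoff, the solvent-only control mean plus 3 SD; inconclusive = no clear call, values can overlap the other calls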;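 also: cells exposed to compound for four days before flow analysis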
T cell HTS: T cell immune modulators affecting CD8 T cell-vesicle binding. 2C CD8+ T cell-vesicle binding, flow cytometry; hits give low values. calls only at 7 µM. 330,000 tested, 0.068% active;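 active = response, share of CD8 T cells binding vesicles, and their 90th percentile fluorescence all below set limits, cut at about 80% in these data, passing the limit was not always enough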
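Benchmarks: naked versus QL9-loaded vesicles / Assay system: purified 2C TCR transgenic mouse naive CD8+ T cells / Technique: high-throughput flow cytometry with anti-B7-1 and anti-CD8 staining / Timing: Cell–vesicle co-incubation 1.5 h at 37 °C, staining 20 min on ice / Read-out: percent CD8+ FL2 mean versus row control / Probe or stimulus: QL9-loaded Drosophila micro-vesicles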
WT yeast gro inh mutant strain: recorded beside WT yeast gro inh, whose call it bears; inhibition, %; mitochondrial fusion phenotypic screen, mutant strain inhibition
b-catenin transl cell count 5 µM: second read-out of b-catenin transl, no call of its own (marks repeat the call); cell count; measured here: cell count, cytotoxicity flag
T cell HTS vesicle-bound %: second read-out of T cell HTS, no call of its own (marks repeat the call); double positive events, %; measured here: CD8+ vesicle-bound cell fraction;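 binding gate set so that unloaded-vesicle control wells show 10% double positive cells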
Myeloid diff 2 GFP+ MAC1+ %: also measured in Myeloid diff 2; calls as there; GFP+ MAC1+ double positive, %; measured here: differentiation confirmed by MAC1 staining
* = called active by the depositor; i = inactive; ? = inconclusive; nt = no result given; & = joins results of further samples.

Compound	West Nile antiviral	b-catenin transl	b-catenin transl cell count 5 µM	Large T inhibition	RSV antiviral HEp-2	PhoP inhibition	WT yeast gro inh	WT yeast gro inh mutant strain	Rac1 GTP hydrolysis	Myeloid diff 2	Myeloid diff 2 GFP+ MAC1+ %	T cell HTS	T cell HTS vesicle-bound %
CCc1ccc(C2N3CC4([N+](=O)[O-])CN2CC([N+](=O)[O-])(C3)C4(C)C)cc1 (stereo unspecified)	0.6%	-0.9	994	4.2%	1.5%	-2.0%	5.2	10.2	6.7%	i	0.4	i	49.2
Nn1nnc2ccccc21	-0.1%	-0.4	1278	18.4%	1.3%	-3.4%	nt	nt	-0.8%	i	1.3	i	23.2
O=C(c1cc(C2CC2)nn1-c1ccccc1)N1CCN(c2ncc(C(F)(F)F)cc2Cl)CC1	nt	nt	nt	nt	-0.5%	nt	nt	nt	4.6%	i	2.4	i	55.8
O=C(Nc1cccc(-c2cccc(F)c2)c1)C1CCN(C2CCC2)CC1	?	nt	nt	13.0%	9.5%	-11.7%	nt	nt	21.3%	i	3.0	i	11.3
Cc1ccc(S(=O)(=O)Nc2cccc(C(=O)NCC(c3ccco3)N3CCCC3)c2)cc1F (stereo unspecified)	nt	nt	nt	7.9%	-1.8%	-0.9%	nt	nt	8.0%	i	1.3	i	15.9
CCOC(=O)/C(C#N)=C/c1ccc(OC)c(OC)c1	0.1%	1.1	1147	-9.5%	1.9%	9.2%	-3.3	-2.1	5.2%	i	0.7	i	55.9
CCNC(=S)N1CC(C)OC(C)C1 (stereo unspecified)	0.6%	1.0	1386	0.2%	0.8%	8.0%	0.9	1.7	8.6%	i	2.4	i	51.7
Cc1ccc2c(c1)nnn2C1CCN(S(=O)(=O)c2ccc3ccccc3c2)CC1	-1.0%	4.1	562	6.5%	8.5%	-8.4%	3.9	13.2	10.5%	i	6.3	i	34.3
CCN(c1ccccc1)S(=O)(=O)c1ccc(Cl)c(C(=O)NCC2CCCO2)c1 (stereo unspecified)	-0.1%	0.0	1063	21.8%	2.1%	-1.5%	-6.9	3.5	6.1%	i	0.3	i	6.3
CC1CN(C(=S)Nc2cccc([N+](=O)[O-])c2)CC(C)O1 (stereo unspecified)	-0.1%	nt	nt	11.7%	0.4%	2.1%	nt	nt	8.2%	i	0.2	i	2.5
CC1CC(C)CN(S(=O)(=O)N2CCC(C(=O)NCCC3=CCCCC3)CC2)C1 (stereo unspecified)	-0.1%	-0.6	1055	-9.4%	0.6%	-2.1%	-6.4	-9.6	3.6%	i	0.0	i	55.0
Nc1nc(CN2CCN(Cc3ccc4c(c3)OCO4)CC2)nc(Nc2ccccc2)n1	-0.8%	-1.1	984	13.9%	1.9%	11.8%	-12.4	-20.3	1.9%	i	2.1	i	25.0
Cc1c(CCC(=O)NCCC(=O)O)c(=O)oc2c(C)c3oc4c(c3cc12)CCCC4	0.0%	nt	nt	14.2%	3.3%	12.5%	nt	nt	10.5%	i	0.8	i	62.0
Cc1onc(-c2ccccc2Cl)c1C(=O)N1CCCc2ccccc21	0.4%	0.1	1178	7.6%	1.8%	-0.8%	8.9	7.3	2.1%	i	6.4	i	23.5
O=C(CN1CCC(Cc2ccccc2)CC1)NC(=O)NC1CCCCC1	-1.2%	-1.2	1081	7.1%	-0.9%	-1.8%	19.4	24.7	3.6%	i	0.6	i	2.4
CN1CCN(C(=O)c2cc3c(=O)n4ccccc4nc3s2)CC1	-0.3%	nt	nt	10.8%	1.5%	2.5%	nt	nt	6.6%	i	0.5	i	12.8
CCC(=O)Nc1cc(-c2nn(C)c(=O)c3ccccc23)ccc1N1CCOCC1	nt	nt	nt	-1.3%	1.4%	-3.3%	-16.9	-20.8	2.0%	i	0.9	i	50.1
CCNc1nc(Oc2ccc(C(=O)OCC)cc2)nc(N2CCOCC2)n1	-0.3%	0.8	961	2.2%	-0.8%	1.7%	4.2	-12.8	nt	nt	nt	i	38.7
N#Cc1cc([N+](=O)[O-])c(-n2nnc3ccccc32)c([N+](=O)[O-])c1	0.7%	-0.5	1387	4.1%	0.7%	1.1%	10.7	-4.6	3.9%	i	0.3	i	13.7
COc1ccc(S(=O)(=O)N(CC(C)C)CC(C)C)c2cccnc12	-0.2%	2.4	1156	6.6%	1.5%	-5.9%	1.6	6.3	-0.7%	i	4.5	i	34.4
CSc1cccc(NC(=O)c2ccco2)c1	0.0%	-7.0	1023	-1.4%	1.9%	16.4%	-1.0	5.8	7.2%	i	0.4	i	25.6
NNC(=O)C1CC1c1ccc(Cl)cc1 (stereo unspecified)	0.1%	nt	nt	1.7%	0.2%	6.8%	4.2	-21.6	1.2%	i	0.8	i	45.8
CCC(=O)Nc1cccc(C(=O)OCC(=O)c2ccccc2Cl)c1	-0.4%	0.7	1322	11.6%	0.2%	2.7%	-0.3	-33.3	-9.5%	i	11.8	i	56.9
CC1CCN(C(=O)Cn2cnc3c2c(=O)n(C)c(=O)n3C)c2ccccc2S1 (stereo unspecified)	-0.7%	nt	nt	7.0%	1.2%	-0.9%	nt	nt	7.1%	nt	nt	i	28.4
CCOC(=O)c1c2n(c3ccc(OC(C)=O)cc13)CCC2	0.2%	nt	nt	6.3%	5.1%	8.8%	-6.6	-13.7	3.5%	i	1.6	i	20.7

(cont.)
Compound	West Nile antiviral	b-catenin transl	b-catenin transl cell count 5 µM	Large T inhibition	RSV antiviral HEp-2	PhoP inhibition	WT yeast gro inh	WT yeast gro inh mutant strain	Rac1 GTP hydrolysis	Myeloid diff 2	Myeloid diff 2 GFP+ MAC1+ %	T cell HTS	T cell HTS vesicle-bound %
O=C(NNC(=S)NC(=O)c1cccc([N+](=O)[O-])c1)c1ccc(O)cc1	1.7%	nt	nt	14.8%	3.6%	-4.3%	nt	nt	14.1%	i	0.3	i	8.7
Cc1noc(/C=C/N(C)C)c1S(=O)(=O)N1CCCC(C(=O)NCc2ccccc2Cl)C1 (stereo unspecified)	nt	-4.1	1082	9.2%	-0.5%	1.2%	14.0	-2.9	9.3%	i	4.2	i	57.0
O=C(C1CCN(S(=O)(=O)c2cccc3cccnc23)CC1)N1CCN(c2ccc(Cl)cc2)CC1	-0.2%	-1.7	1209	1.1%	3.9%	-3.6%	21.6	5.1	3.9%	i	3.3	i	32.1
Cc1ccsc1/C=N/N1CCN(C2c3ccccc3-c3ccccc32)CC1	-0.1%	10.2	1186	6.5%	1.7%	3.9%	19.9	8.8	-2.5%	i	1.0	i	51.2
CC(C)CCN(C(=O)CNC(=O)c1cccs1)C(C(=O)NC1CCCC1)c1ccncc1 (stereo unspecified)	-1.0%	0.1	1007	2.6%	-0.8%	5.3%	-11.9	1.5	5.4%	i	0.3	i	5.2
O=C(Nc1ccc(Cl)cc1)N1CCN(C(=O)C2CCCO2)CC1 (stereo unspecified)	0.1%	nt	nt	8.2%	0.6%	-3.0%	nt	nt	7.2%	i	0.3	i	64.8
CNC(=O)c1cc(C(=O)c2ccccc2C(F)(F)F)c[nH]1	-0.7%	-2.5	1066	-1.7%	-0.2%	-2.6%	-9.3	13.7	6.6%	i	0.1	i	50.7
Cc1ccccc1C(=O)NC(=S)NCC1CCCO1 (stereo unspecified)	-0.2%	-1.2	1384	6.8%	2.1%	-5.0%	16.5	23.2	10.5%	i	0.3	i	48.1
O=S(=O)(/N=C/c1ccccc1O)c1cccs1	0.2%	-3.1	1057	2.0%	0.6%	5.8%	-10.3	-2.2	4.4%	i	1.3	i	27.2
COc1cc(C(=O)N2CCN(c3cc(Cl)ccc3Cl)CC2)cc(OC)c1OC	0.0%	19.4	968	4.3%&-0.6%	4.7%	-0.8%	11.5	-5.5	5.9%	?	nt	i	29.5
COc1ccc(CC(=O)NC2CCSc3ccccc32)c(OC)c1 (stereo unspecified)	0.1%	nt	nt	5.8%	5.0%	6.9%	nt	nt	1.5%	i	5.0	i	7.8
O=C(O)CC12C[C@H]3C[C@@H](C1)CC(n1ncc(N4CCN(c5ccccc5)CC4)c(Cl)c1=O)(C3)C2	0.3%	0.3	1173	7.4%	1.1%	4.9%	5.2	11.7	5.3%	i	0.7	i	50.5
CC(C)(C)c1cnnn1-c1ccc(NC(=O)c2ccc(Br)o2)cc1	0.3%	3.2	1356	-0.7%	5.3%	-0.6%	-4.7	12.5	10.5%	i	1.0	i	38.4
Cc1cccc([N+](=O)[O-])c1NC(=O)COC(=O)c1nc2nccc(C)n2n1	nt	nt	nt	nt	0.1%	nt	nt	nt	4.2%	i	1.1	i	20.0
c1ccc(-c2nnc(CN3CCN(C(c4ccccc4)c4ccccc4)CC3)o2)cc1	-0.5%	0.8	1021	5.5%	4.0%	-0.2%	24.7	30.8	-7.2%	i	4.6	i	39.2
CCCCN(CCCC)CC(O)Cn1c2ccccc2c(=O)c2ccccc21 (stereo unspecified)	-0.5%	-2.1	1284	2.8%	nt	1.1%	nt	nt	nt	i	1.1	i	33.2
COCc1c(C(=O)NCC2COc3ccccc3O2)oc2ccccc12 (stereo unspecified)	nt	nt	nt	nt	0.0%	nt	nt	nt	2.0%	?	nt	i	26.4
O=C(Nc1cccn2ncnc12)c1cccc(C(F)(F)F)c1	-0.2%	-1.8	1127	5.3%	-0.1%	1.2%	-0.1	5.7	4.4%	i	0.0	i	45.2
CC1(C)C2CC[C@]3(C)C(CC=C4[C@@H]5C[C@@](C)(CO)CC[C@]5(C(=O)O)CC[C@]43C)[C@@]2(C)CC[C@@H]1O (stereo partly specified)	-0.2%	nt	nt	3.5%	nt	10.4%	nt	nt	nt	i	2.0	i	24.6
CC(C)C(=O)Nc1ccc(Nc2ccccc2)cc1	0.0%	-0.3	1115	33.3%	2.8%	0.4%	11.3	-5.2	51.1µM*	i	0.2	i	8.3
